S3 lipid droplet – qHTS Assay for Lipid Storage Modulators in Drosophila S3 Cells; Drosophila S3 cells, BODIPY lipid droplet fluorescence, 18-24 h; cells fed with added oleic acid; Potency in µM for hits, for the others lipid storage change, negative = inhibition, % at the top dose, mostly 46.1 µM; 0.64% of 320,000 active; active = well fitted inhibition curve with a large enough effect in the signal ratio, with a control signal flat, not every such curve was filed as active; inconclusive = small, poorly fitted or top-dose-only effect, or effect the other way, or a change in a side signal; the % refers to the signal ratio
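Drosophila S3 cells loaded with oleic acid (400 uM, as added) and compounds at several concentrations; lipid droplets imaged by 488-nm laser-scanning cytometry, 500–530 nm intensity and object ratio to cell channel. Percent activity normalized to 20 uM Triacsin C.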
S3 lipid droplet cell count max – recorded beside S3 lipid droplet, whose call it bears; cell number change, %; measured here: cell count max response;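 cells counted by Cell Tracker Red CMTPX staining in the red channel; peak over a dose series mostly up to 46.1 µM; percent activity relative to internal control wells on each plate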
* hit, by the source's call; i = inactive; ? = inconclusive; nt = no result given; [ ] = remark or other dose. % is scaled to controls: 0 for no effect and ±100 for the full control effect; potency is read from the fitted curve at half-maximal effect.

SMILES | S3 lipid droplet | S3 lipid droplet cell count max
Cc1ccc(C)c(NC(=O)COC(=O)c2cc3ccccc3oc2=O)c1 | ? | nt
COc1ccc(C(=O)OC(C)C(=O)NC2CCCC2)cc1S(=O)(=O)N1CCOCC1 (stereo not given) | ? | nt
CCc1c(C)nc2c(-c3ccccc3)c(C)nn2c1Nc1ccc(NC(C)=O)cc1 | 5% | -1
CCC(C(=O)O/N=C(\N)c1ccc(C)cc1)c1ccccc1 (stereo not given) | ? | nt
COC(=O)c1ccc(CC(=O)c2ccc(O)cc2O)o1 | ? | nt
CC(=O)Nc1ccc(C(=O)COC(=O)CCS(=O)(=O)c2ccccc2)cc1 | i | -5
CCc1cccc(NS(=O)(=O)c2cccc3cccnc23)c1 | ? | nt
CC(=O)c1ccc(OC(C)C)c(CSC(=N)N)c1 | ? | nt
COc1ccc(NC(=O)c2ccc(NS(=O)(=O)c3c(C)noc3C)cc2)cc1OC | -2% | -17
CCOc1ccc(Nc2oc(-c3ccco3)nc2C#N)cc1 | ? | nt
COc1cc(C(=O)NCCc2cc3c(OC)ccc(OC)c3[nH]c2=O)cc(OC)c1OC | -26% | -19
COC(=O)c1ccc2c(=O)n(CCN3CCOCC3)c(SCC(=O)C(C)(C)C)nc2c1 | ? | nt
C/C(=N\Nc1ccccc1)c1cc2ccccc2oc1=O | 11% | -3
CCn1c(SCC(=O)N2CCN(c3ccccc3)CC2)nc2c([nH]c3ccccc32)c1=O | ? | nt
COc1cccc(NC(=O)CCSc2nnc3scc(-c4ccccc4)n23)c1 | ? | nt
Cc1n[nH]c(=O)n1-c1ccc(C(C)C)cc1 | ? | nt
CN(Cc1ccc(Cl)c(Cl)c1)C(=O)c1ccccc1SCC(=O)N1CCCC1 | ? | nt
CCOc1ccc(-n2c([S-])c(C(=O)Nc3ccc(S(=O)(=O)N4CCOCC4)cc3)[n+]3cc(C(N)=O)ccc23)cc1 | -9% | 5
CC(C)CCN1C(=O)c2ccc(C(=O)Nc3cccc(S(N)(=O)=O)c3)cc2C1=O | ? | nt
CCC1Sc2ccccc2N(CC(=O)NCCC2=CCCCC2)C1=O (stereo not given) | -6% | -15
CC1CCc2onc(C(=O)O)c2C1 (stereo not given) | 8% | 1
COc1cc(C(C)=O)ccc1OCC(=O)OCC(=O)c1cc(C)n(CC2CCCO2)c1C (stereo not given) | ? | nt
O=C1Nc2ccccc2N=C(c2ccccc2)C1Br (stereo not given) | 5% | 11
CCOC(=O)C1=C(COC(=O)[C@H](C)NS(=O)(=O)c2ccc(NC(C)=O)cc2)NC(=O)NC1C (stereo not given in full) | ? | nt
COc1ccc(C(=O)NNS(=O)(=O)c2ccc(OC)cc2)cc1 | ? | nt

Some of the entries so far, in CSV form.
compound,S3 lipid droplet,S3 lipid droplet cell count max
CC(C)CCN1C(=O)c2ccc(C(=O)Nc3cccc(S(N)(=O)=O)c3)cc2C1=O,?,nt
CCC1Sc2ccccc2N(CC(=O)NCCC2=CCCCC2)C1=O (stereo not given),-6%,-15
CC1CCc2onc(C(=O)O)c2C1 (stereo not given),8%,1

Next section
SMILES | S3 lipid droplet | S3 lipid droplet cell count max
COc1ccccc1C(=O)NCCC(=O)N1CCN(S(=O)(=O)c2ccc(Cl)cc2)CC1 | ? | nt
COc1cc(CC(=O)Nc2ccc(S(=O)(=O)Nc3ncccn3)cc2)cc(OC)c1OC | -1% | 3
O=C(O)C1C2C=CC(C2)C1C(=O)Nc1cccc(C(F)(F)F)c1 (stereo not given) | -4% | 0
CN(Cc1ccco1)C(=O)C1CCN(c2nnc(-n3cccc3)s2)CC1 | ? | nt
O=C1c2ccccc2C(=O)c2[nH]c(=O)[nH]c21 | ? | nt
Cc1ccc(S(=O)(=O)NNC(=O)CCC(=O)Nc2ccccc2)cc1 | -17% | 20
COc1ccc(CC(=O)NNc2ncnc3c2cnn3-c2ccc(C)cc2)cc1OC | 3% | 11
Cc1ccc(C=NCc2ccncc2)c(O)c1 | ? | nt
COc1ccc(CNC(=O)COC(=O)c2nc3nc(C)cc(C)n3n2)cc1 | ? | nt
O=C(c1ccccc1F)N1CCCC(C(=O)N2CCc3ccccc3C2)C1 (stereo not given) | 1% | 23
O=C(/C=C/c1ccccc1)NCCSCc1ccccc1Cl | 24% | nt
CC1=Nc2cc(C(=O)NCCCOC(C)C)ccc2Sc2ccc(C)cc21 | 3% | -13
C=CCn1c(=O)c2c(nc3n2CC(C)CN3CCc2ccccc2)n(C)c1=O (stereo not given) | ? | nt
O=C(CCCCCN1C(=O)c2ccccc2C1=O)NCc1ccccn1 | ? | nt
Cc1ccc(S(=O)(=O)NC(C)C(c2cccs2)N2CCN(c3ccccc3)CC2)cc1 (stereo not given) | ? | nt
Cc1ccc(NC(=O)c2ccc3c(c2)OCO3)cc1S(=O)(=O)N1CCOCC1 | -5% | -4
CC(=O)N1CCN(c2ccc(NC(=O)c3ccc(C(C)(C)C)cc3)cc2)CC1 | ? | nt
CC(C)Cc1nnc(NC(=O)CCC(=O)Nc2ccc(Cl)cc2)s1 | ? | nt
CN(c1ccccc1C(=O)Nc1cccc(C(F)(F)F)c1)S(C)(=O)=O | ? | nt
COc1ccc(/C(O)=C2/C(=O)C(=O)N(CCCN3CCOCC3)C2c2ccc(OC)cc2)cc1 (stereo not given) | i | 13
CCOc1ccccc1NC(=O)NC1(C(=O)N2CCN3CCCC3C2)CCCCC1 (stereo not given) | 4% | 2
CC(=O)c1ccc(NS(=O)(=O)c2cccc(C)c2)cc1 | ? | nt
COc1ccc(N2CC(C(=O)Nc3c4c(nn3-c3ccccc3)CS(=O)(=O)C4)CC2=O)cc1 (stereo not given) | ? | nt
COc1ccccc1N1CCN(C(=O)C2C3C=CC4(CN(Cc5ccccc5Cl)C(=O)C24)O3)CC1 (stereo not given) | 7% | 6
CC1CCN(c2ccc(-c3cccc(NC(=O)c4ccco4)c3)nn2)CC1 | ? | nt

The list goes on; the last 4 above are carried over.
SMILES | S3 lipid droplet | S3 lipid droplet cell count max
CC(=O)c1ccc(NS(=O)(=O)c2cccc(C)c2)cc1 | ? | nt
COc1ccc(N2CC(C(=O)Nc3c4c(nn3-c3ccccc3)CS(=O)(=O)C4)CC2=O)cc1 (stereo not given) | ? | nt
COc1ccccc1N1CCN(C(=O)C2C3C=CC4(CN(Cc5ccccc5Cl)C(=O)C24)O3)CC1 (stereo not given) | 7% | 6
CC1CCN(c2ccc(-c3cccc(NC(=O)c4ccco4)c3)nn2)CC1 | ? | nt
Cc1ccc(C)c(C(=O)COc2ncnc3ccccc23)c1 | ? | nt
O=c1ccc(-c2ccc(S(=O)(=O)Nc3cccc(Br)c3)o2)n[nH]1 | ? | nt
CC(C)Cc1nnc(NC(=O)CCC(=O)NC2CCCCC2)s1 | i | 4
COCc1nnc(NC(=O)c2sc3ccccc3c2Cl)s1 | ? | nt
CCC1CCCCN1CCNC(=O)C1CCCN(S(=O)(=O)c2cccc3nsnc23)C1 (stereo not given) | ? | nt
Cc1ccc(NC(=O)CCCn2c(=O)[nH]c3ccsc3c2=O)cc1 | ? | nt
O=C(O)c1cc(NS(=O)(=O)c2cccs2)cc(NS(=O)(=O)c2cccs2)c1 | ? | nt
Cc1nc2sccn2c(=O)c1S(=O)(=O)NCc1ccccc1 | 22% | -1
NC(=O)C1CCN(C2OC(=O)c3ccccc32)CC1 (stereo not given) | ? | nt
Cc1ccc(S(=O)(=O)N2CCC(C(=O)NCc3ccccc3CN3CCCC3)CC2)cc1C | 13% | -28
Cc1ccccc1C(=O)N1CCC(C(=O)Nc2ccc(C(C)C)cc2)CC1 | i[0.369 µM] | -8
CCOc1ccc(C2C=C(c3ccc(F)cc3)Nc3ncnn32)cc1 (stereo not given) | ? | nt
O=C(COC(=O)c1cccnc1Cl)c1ccc(Cl)cc1Cl | 3% | 12
CC(CNC(=O)CN1C(=O)NC2(CCOc3ccccc32)C1=O)c1ccccc1 (stereo not given) | -5% | 3
S=c1nc[nH]c2c1cnn2-c1ccccc1 | 1% | -4
CCOC(=O)c1c(-c2ccc(OC)cc2)csc1NC(=O)CCN1CCOCC1 | ? | nt
Cc1ccc(N=C2NC(=O)/C(=C/c3cccs3)S2)cc1C | ? | nt
CC(C)c1ccc(NC(=O)C2CC(=O)N=C(N)S2)cc1 (stereo not given) | i | 1
N#Cc1nc(COc2cccc(Cl)c2)oc1NCc1ccco1 | ? | nt
Cc1nn(C)c(C(=O)Nc2ccc(Cl)c([N+](=O)[O-])c2)c1Cl | 3% | -7
Cc1ccc(-c2csc3nc(CSc4nnc(-c5ccc(Cl)cc5)n4C)[nH]c(=O)c23)cc1 | ? | nt
COCc1cc(C)nc2sc(C(=O)Nc3cccc(OC)c3)c(N)c12 | i | nt
O=C(O)/C=C/c1cn(-c2ccccc2)nc1-c1ccc(-c2ccc([N+](=O)[O-])cc2)o1 | ? | nt
CCCCn1nc(C(=O)Nc2c(C)n(C)n(-c3ccccc3)c2=O)c2ccccc2c1=O | ? | nt
CCN(CC)c1ccc(CNc2nc3ccccc3n2CCN2CCCCC2)cc1 | ? | nt
The list continues:
SMILES | S3 lipid droplet | S3 lipid droplet cell count max
O=C(Nc1ccc(O)cc1)c1cc(S(=O)(=O)N2CCCC2)ccc1Cl | -6% | 3
C=CCSc1nnc2c(n1)OC=Nc1ccc(Br)cc1-2 | ? | nt
COc1ccc(OC)c(CNC(=O)c2ccc(C)c(NC(=O)C3=C(C)OCCS3)c2)c1 | ? | nt
CC(C)(C)n1nnnc1CN1CCSCC1 | ? | nt
CCSc1nnc(NC(=O)CSc2nnc(CNC(=O)c3ccc(OC)cc3)o2)s1 | ? | nt
Cc1ccc(OCc2ccc(C(=O)Nc3nc4ccccc4n3Cc3ccccc3)o2)c([N+](=O)[O-])c1 | ? | nt
CCCCC(C(=O)NC(=O)NCc1ccccc1)N1C(=O)c2ccccc2C1=O (stereo not given) | ? | nt
Cc1ccc(S(=O)(=O)N2CCCC(NC(=O)N3CCN(c4ccccc4)CC3)C2)cc1 (stereo not given) | ? | nt
Cc1ccc(C(OC(=O)c2ccco2)C(=O)NCc2cccs2)cc1 (stereo not given) | ? | nt
CCOc1ccc(N(CC(=O)NCc2ccccc2Cl)S(=O)(=O)c2c(C)noc2C)cc1 | ? | nt
Cc1ccc(-c2cc(C(=O)OCC(=O)N(C)c3c(N)n(Cc4ccccc4)c(=O)[nH]c3=O)c3ccccc3n2)o1 | ? | nt
COC(=O)c1ccccc1NC(=O)CN1CCC(C)CC1 | ? | nt
CC(C)C(NC(=O)C1CCC(C(C)(C)C)CC1)C(=O)NCCCN1CCCCC1 (stereo not given) | ? | nt
Cn1c(=O)c2c(n3cnnc13)-c1ccccc1CC21CCCC1 | ? | nt
CCOc1ccc(OCC)c(NC(=O)c2[nH]c(C)c(C(C)=O)c2C)c1 | ? | nt
CCc1nn(C(CC)C(=O)NCc2cccc(OC)c2)c(=O)c2cc3occc3n12 (stereo not given) | i | nt
O=C(CSc1ccccc1)NCCc1ccc(F)cc1 | -24% | -9
O=C(Cn1cc2c(n1)CCCC2)Nc1cc(-c2cccc(Cl)c2)no1 | 8% | nt
Cc1cc(=O)n(CC(C)C)c(O)c1C#N | ? | nt
CCN1CCN(c2ccc(S(=O)(=O)N3CCCCC3)cc2NC(=O)c2ccc(OC(F)F)cc2)CC1 | i | -14
Cc1csc(NC(=O)c2ccc(Cl)cc2[N+](=O)[O-])n1 | 4% | -10
C/C(=N/O)c1cc(C(C)(C)C)c(O)c(C(C)(C)C)c1 | ? | nt
CCC1CCc2c(sc3ncnc(N4CCOCC4)c23)C1 (stereo not given) | i | nt
Cc1cc(C(=O)Nc2cccnc2Cl)on1 | ? | nt
Cn1c(SCc2nc3ccccc3c(=O)[nH]2)nc2ccccc21 | ? | nt

Reprinted at random: 6 entries already listed
SMILES | S3 lipid droplet | S3 lipid droplet cell count max
Cc1ccc(C(OC(=O)c2ccco2)C(=O)NCc2cccs2)cc1 (stereo not given) | ? | nt
Cc1cc(C(=O)Nc2cccnc2Cl)on1 | ? | nt
Cc1ccc(S(=O)(=O)N2CCCC(NC(=O)N3CCN(c4ccccc4)CC3)C2)cc1 (stereo not given) | ? | nt
C=CCSc1nnc2c(n1)OC=Nc1ccc(Br)cc1-2 | ? | nt
CCc1nn(C(CC)C(=O)NCc2cccc(OC)c2)c(=O)c2cc3occc3n12 (stereo not given) | i | nt
CCOc1ccc(N(CC(=O)NCc2ccccc2Cl)S(=O)(=O)c2c(C)noc2C)cc1 | ? | nt

The listing continues:
SMILES | S3 lipid droplet | S3 lipid droplet cell count max
COC(=O)c1ccc(NC(=O)CSc2nnc(C)n2CC2CCCO2)cc1 (stereo not given) | ? | nt
CN(C)S(=O)(=O)CC12CCC(CC1=O)C2(C)C (stereo not given) | 4% | -30
O=C(COc1ncnc2ccccc12)N1CCN(c2ccccc2)CC1 | ? | nt
CN1C(=O)S/C(=C/c2cccn2-c2cccc(C(=O)O)c2)C1=O | ? | nt
O=C(COC(=O)COc1ccc(Cl)cc1Cl)NC1CCCC1 | ? | nt
CCCn1nc2cc(C(=O)NCc3ccccc3OC)ccc2c1OCC | -7% | 4
CCSc1nc2c(c(=O)[nH]1)C(c1ccncc1)C(C(=O)OC(C)C)=C(C)N2 (stereo not given) | ? | nt
COCCCNC(=S)N1CCCN(c2nc3cc(C)c(C)cc3cc2C#N)CC1 | ? | nt
Cn1c2ccccc2c2cnn(CC(=O)Nc3ccccc3Br)c(=O)c21 | 0% | 2
O=[N+]([O-])c1ccc(N/N=C/c2ccccc2O)cc1 | ? | nt
O=[N+]([O-])c1ccc(Nc2nc(N/N=C/c3cccc(F)c3)nc(N3CCCC3)n2)cc1 | -7% | -12
COc1cc(OC)c(-c2nn3c(-c4ccco4)nnc3s2)cc1OC | ? | nt
CCCn1c(SCC(=O)Nc2cccc(NC(C)=O)c2)nnc1C(C)C | 26% | 1

Screening results deposited in PubChem BioAssay by National Center for Advancing Translational Sciences (NCATS).

This is a subset; count on the stated rates, not on these rows.
